# Compound activity deposited in PubChem BioAssay by National Center for Advancing Translational Sciences (NCATS).
# CBFb RUNX1 block: inhibitors of human CBF-beta and RUNX1 interaction; 230,000 tested, under 10 active; Potency, µM (series often up to 59.8 µM), for the others: at the highest dose activity, negative = inhibition, hits mostly inhibitors; AlphaScreen CBFb-His/RUNX1-biotin binding, biochemical; further: % of control where 0% means no effect
#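 Room-temperature protein-protein interaction test with 30 nM each of His-tagged CBF-beta and biotinylated RUNX1, 15 min with compound, then 90 min with nickel plus streptavidin beads. Signal read in AlphaScreen mode.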
# Tau fibril FP: tau fibrillization inhibition (FP) | Potency, µM (highest dose often 57.7 µM), without a hit: top-dose activity, negative = inhibition, most hits filed as inhibitors | P10636 | AID 1468 | hit rate 0.39% among 280,000 | K18 P301L tau heparin fibrillization, Alexa594 FP, 6 h; further: potency means the concentration at half of the fitted maximal effect; on the % scale 0 is the no-effect control and ±100 the full control effect; nearly all actives have a fitted effect of over 55% in size
# Target sequence (P10636 561-689 P618L limits assumed): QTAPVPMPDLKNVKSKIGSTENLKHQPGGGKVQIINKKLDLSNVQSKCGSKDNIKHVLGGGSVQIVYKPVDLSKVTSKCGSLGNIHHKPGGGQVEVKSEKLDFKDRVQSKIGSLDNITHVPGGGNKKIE
#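 Read-out: fluorescence polarization of Alexa 594-labeled tau (0.24 uM), 555 nm excitation, 632 nm emission. Mixtures held 15 uM unlabeled K18 P301L, compound and 20 uM heparin, pH 7 acetate buffer, incubated 6 hr at 37 C.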
# NPSR antag: neuropeptide S receptor (human) antagonism, cAMP | Q6W5P4 | CHO-NPSR cells, cAMP TR-FRET, antagonist mode | Potency, µM (doses to about 38.3 µM), without a hit: at the highest dose activity change, negative = inhibition, usual class: inhibitors | hit rate 1% among 220,000; further: potency means the concentration at half of the fitted maximal effect; on the % scale 0 is the no-effect control and ±100 the full control effect; nearly all actives have a fitted effect of over 50% in size; many of its hits are not listed in these tables
# Target sequence (Q6W5P4 whole entry, looked up): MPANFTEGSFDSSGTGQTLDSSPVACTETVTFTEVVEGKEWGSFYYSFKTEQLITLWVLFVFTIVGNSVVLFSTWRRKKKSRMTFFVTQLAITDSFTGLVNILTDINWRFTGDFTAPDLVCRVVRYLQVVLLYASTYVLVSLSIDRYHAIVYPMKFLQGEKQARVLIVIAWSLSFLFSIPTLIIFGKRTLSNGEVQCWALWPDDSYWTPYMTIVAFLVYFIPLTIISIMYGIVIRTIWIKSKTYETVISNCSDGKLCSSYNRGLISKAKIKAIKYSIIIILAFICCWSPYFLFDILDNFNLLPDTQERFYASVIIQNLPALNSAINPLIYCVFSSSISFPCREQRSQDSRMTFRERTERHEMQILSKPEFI
# TexasRed fluor: counter-screen for TRb-SRC2 inhibitors: fluorescence interference; TRb/SRC2 Texas Red total fluorescence interference; Potency, µM (series often up to 106 µM), for inactives: at the top dose fluorescence change, negative = quenching; hit rate 0.29% among 280,000; active means well fitted curve in either direction with a large enough effect; inconclusive means small, poorly fitted or top-dose-only effect; further: potency means the concentration at half of the fitted maximal effect; on the % scale 0 is the no-effect control and ±100 the full control effect
#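 Human TRβ ligand-binding domain (0.6 uM) and Texas Red SRC2 peptide (20 nM) in Tris buffer with 1 uM T3 and 5% DMSO were incubated with pinned compound for 5 hr at ambient temperature. Total fluorescence was computed as S + 2P (555/632 nm).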
# TRb SRC2 PPI: disrupts binding of human TR beta to SRC2; P10828; TRbeta-SRC2 peptide binding, fluorescence polarization; receptor liganded with 1 µM T3; Potency, µM (series often up to 106 µM), for inactives: top-dose activity change, negative = inhibition, usual class: inhibitors; hit rate 0.065% among 280,000;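 further: potency means the concentration at half of the fitted maximal effect; plate controls were bound peptide for no effect and peptide without receptor for full effect; nearly all actives have a fitted effect of over 50% in size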
# Target sequence (P10828 whole entry, looked up): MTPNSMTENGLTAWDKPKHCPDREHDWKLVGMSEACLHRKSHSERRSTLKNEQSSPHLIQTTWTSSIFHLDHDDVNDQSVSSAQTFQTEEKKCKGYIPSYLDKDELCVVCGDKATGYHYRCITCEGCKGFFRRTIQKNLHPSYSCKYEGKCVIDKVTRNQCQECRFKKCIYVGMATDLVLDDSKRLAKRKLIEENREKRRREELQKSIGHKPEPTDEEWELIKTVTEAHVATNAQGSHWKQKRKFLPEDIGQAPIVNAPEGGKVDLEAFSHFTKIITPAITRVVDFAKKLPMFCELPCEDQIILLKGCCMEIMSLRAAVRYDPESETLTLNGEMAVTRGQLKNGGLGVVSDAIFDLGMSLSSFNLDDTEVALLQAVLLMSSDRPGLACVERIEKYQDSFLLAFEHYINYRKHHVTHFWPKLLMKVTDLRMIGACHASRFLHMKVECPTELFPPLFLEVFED
#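 Human TRb ligand-binding domain (0.6 uM) is mixed with 20 nM Texas Red SRC2 peptide and 1 uM T3; after compound addition and 5 hr at ambient temperature, polarization is measured and normalized to unbound and bound controls.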
# Epigenetic reg: epigenetic control regulation, reporter derepression; AID 1865; hit rate 0.2% among 280,000; murine LDR cells, GFP reporter derepression, 30 h; Potency, µM (series often up to 53.9 µM), without a hit: top-dose GFP activation, actives largely listed as activators; further: potency means the concentration at half of the fitted maximal effect; % of control where 0% means no effect; nearly all actives have a fitted effect of over 60% in size
#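 Reporter derepression read as number of fluorescent GFP-positive objects, 20-120 um in size, counted by laser-scanning cytometer. Mouse LDR line with an epigenetically silenced CMV-GFP locus; compound incubation 30 h, 37 C.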
# Tau fluor counter: counter-screen for tau fibril formation inhibitors; tau K18 P301L (four-repeat tau fragment) Alexa594 fluorescence, heparin fibrillization; Potency, µM (doses to about 57.7 µM), for inactives: top-dose activity change, negative = decrease; hit rate 0.93% among 280,000; AID 1463; further: potency means the concentration at half of the fitted maximal effect; on the % scale 0 is the no-effect control and ±100 the full control effect; nearly all actives have a fitted effect of over 55% in size
#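 Human K18 P301L tau (15 uM unlabeled plus 0.24 uM Alexa 594-labeled, final) in 100 mM sodium acetate pH 7 was mixed with compound and 20 uM heparin and incubated 6 hr at 37 C.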
# GLA spleen mod: inhibits or activates alpha-galactosidase in human spleen homogenate; P06280; hit rate 0.008% among 240,000; human spleen homogenate, 4MU-alpha-Gal fluorescence, 40 min; Potency, µM (titrated, usually from 80 µM), inactives show top-dose activity change, negative = inhibition, hits mostly inhibitors;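 further: potency means the concentration at half of the fitted maximal effect; 0% = enzyme with vehicle and -100% = no enzyme basal signal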
#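 Human spleen homogenate (1 ug) as enzyme source, 4-methylumbelliferyl-alpha-D-galactopyranoside 1 mM final, citrate/phosphate pH 5.0 with 0.01% Tween-20. Compounds 40 min at 37C, NaOH/glycine stop; fluorescence Ex 365/Em 440, Hill-fit AC50.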
# * marks the source's active call; other numbers are inactive results; ? = inconclusive; . = not tested or not shown; & = joins results of further samples; [ ] = remark or other dose. Unless noted, the call rests on the fitted dose curve; in most records, active means well fitted curve in the direction sought with a large enough effect; inconclusive means small, poorly fitted or top-dose-only effect, or another doubt; inactive means no such curve, though single readings can be large; an effect the other way counts as inactive or inconclusive. A portion of the library. The share of hits here may be higher or lower than overall.
SMILES,CBFb RUNX1 block,Tau fibril FP,NPSR antag,TexasRed fluor,TRb SRC2 PPI,Epigenetic reg,Tau fluor counter,GLA spleen mod
Cc1ccc(/C=C2\C(=O)NC(=O)N(CC3CCCO3)C2=O)s1 (configuration not stated),9%,3%,-21%,-6%,-9%,0.0%,5%,-2%
CCN1C[C@]2(COC)C(O)C[C@H](OC)[C@@]34C5C[C@]6(O)C(OC)C(O)[C@](OC(C)=O)(C5C6OC(=O)c5ccccc5)C(C(OC)C23)C14 (some centres not stated),1%,5%,.,1%,-3%,0.0%,-5%,-20%
CCCN(CCC)c1c([N+](=O)[O-])cc(C(F)(F)F)cc1[N+](=O)[O-],4%[21.7 µM],8%,.,2%[201 µM],3%[201 µM],0.3%,-6%,-1%&4%
C/C=C1/CC(C)C(C)(O)C(=O)OCC2CCN3CCC(OC1=O)C23 (configuration not stated),2%,5%,-16%,-1%,0%,-0.1%,2%[2.34 µM],3%
CN1CCN(c2ccc([N+](=O)[O-])c3cccnc23)CC1,-4%,-1%,7%[46.1 µM],-3%,-2%,0.0%,-3%,2%
C#CCN1CCN(c2cccc(C(F)(F)F)c2)CC1,19%,-12%,13%,-6%,-5%,-2.3%,-12%,-14%
COP(=O)(OC)C(NC(=O)/C=C/c1ccccc1)C(Cl)(Cl)Cl (configuration not stated),3%,0%,7%,0%,0%,1.3%,-4%,-3%
C=C1C(=O)O[C@@H]2C[C@@H](C)[C@@H]3C=CC(=O)[C@@]3(C)[C@@H](OC(=O)CC(=O)O[C@H]3[C@@H]4C(=C)C(=O)O[C@@H]4C[C@@H](C)[C@@H]4C=CC(=O)[C@]43C)[C@H]12,-18%,8.9µM*,?,-11%,.,11%,-18%,0%
Cn1c(O)c(C=NCCN2CCN(C(=O)Nc3ccccc3)CC2)c(=O)n(C)c1=O,6%,4%,5%,-3%,-2%,-1.0%,-1%,7%
Clc1cccc(Cl)c1C1N2CCCN12 (configuration not stated),-6%,-7%,4%[46.1 µM],-1%,-12%,-1.5%,-8%,-4%
Clc1ccc(CO/N=C(\Cn2ccnc2)c2ccc(Cl)cc2Cl)c(Cl)c1,2%,-7%,.,-2%,-1%,15%,-17%,5%
CCCCCCn1c(O)c(C=Nc2c(C)n(C)n(-c3ccccc3)c2=O)c(=O)[nH]c1=O,9%,-3%,-20%[46.1 µM],-9%,-8%,0.0%,0%,-1%
CNC(C(=O)c1ccccc1)C(OC)c1cccc([N+](=O)[O-])c1 (configuration not stated),-1%,-6%,-11%,-1%,2%,-0.2%,-14%,-1%
CN1CCN(c2c[nH]c(=O)[nH]c2=O)CC1,6%,-1%,1%[46.1 µM],-4%,3%,-0.8%,5%,0%
COC(=O)c1ccc(NC2=C(Cl)C(=O)OC2OC(=O)c2ccccc2)cc1 (configuration not stated),1%,-19%,16%,-3%,7%,?,?,-10%
COc1ccc2c(c1)c(CCN1CCOCC1)c(C)n2C(=O)c1cccc(Cl)c1Cl,-24%,-2%,.,-5%,1%,13%,-27%,0%
CCC(C)n1c(=O)[nH]c(C)c(Br)c1=O (configuration not stated),12%,.,.,-3%,-3%,.,.,20%
Cc1cc(NC(=O)COC(=O)c2c(C)nn(Cc3ccccc3Cl)c2Cl)no1,2%,-12%,-11%[46.1 µM],1%,6%,1.0%,-7%,5%
NC(CO)Cc1ccccc1 (configuration not stated),8%,-7%,.,-2%,-5%,-0.5%,-6%,-6%
O=C1NC(=O)C(=Cc2ccc(OCCOc3ccc([N+](=O)[O-])cc3)cc2)C(=O)N1,-4%,-16%,-25%,-1%,-14%,-1.4%,-17%,5%
Cc1ccc(-n2c(O)c(/C=N/N3CCCCC3c3cccnc3)c(=O)[nH]c2=S)cc1 (configuration not stated),-7%,2%,-3%[46.1 µM],2%,3%,0.0%,-1%,-4%
Cc1ccsc1C(=O)C1CCCN(Cc2cc3ccccc3o2)C1 (configuration not stated),3%,-8%,-39%,2%,9%,-1.6%,-18%,-10%
CCc1ccccc1NC(=O)CSc1nnc([C@@H](N)Cc2c[nH]c3ccccc23)o1,-5%,11%,-8%[46.1 µM],1%,-16%,-0.3%,-13%,9%
C[C@H]1COC2=C1C(=O)C(=O)c1c2ccc2c1CCCC2(C)C,?,?,?,-6%&-4%,-16%,-3.0%,-28%,3%&7%
CCOC(=O)CBr,4%[21.7 µM],.,.,-3%,5%,.,.,3%

# (list continues)
SMILES,CBFb RUNX1 block,Tau fibril FP,NPSR antag,TexasRed fluor,TRb SRC2 PPI,Epigenetic reg,Tau fluor counter,GLA spleen mod
CCC1CCCCN1CC(=O)c1ccc(OC(F)F)cc1 (configuration not stated),-3%,1%,6%[46.1 µM],3%,15%,0.0%,-1%,4%
COc1ccc(-n2c(Cc3ccccc3)nc3ccccc3c2=O)cc1,6%,3%,-31%,-3%,1%,-5.0%,0%,-5%
COc1ccccc1OCCCn1cc(C(C)=O)c2ccccc21,1%,4%,4%,0%,-2%,1.0%,1%,5%
CCOC(=O)CC1=C(C(=O)OCC)C2(C(=O)N1)C(C(=O)OC)=C(N)Oc1ccccc12 (configuration not stated),10%,-4%,0%[46.1 µM],1%,-11%,-2.1%,-5%,-19%
CN1C(=O)[C@@H](NC(=O)c2cc3ccccc3[nH]2)N=C(c2ccccc2)c2ccccc21,-13%,-9%,.,2%,-4%,-1.0%,-22%,16%
Cc1c(C(c2ccc(O)cc2)c2c(O)c3ccccc3oc2=O)c(=O)n(-c2ccccc2)n1C (configuration not stated),-4%,4%&5%,1%,-3%&-2%,-3%&-3%,-3.9%&-1.8%,-18%&-4%,2%
CC(C)(C)c1ccc(OCC(=O)Nc2ccc(Cl)cc2C(=O)c2ccccc2)cc1,.,-6%,.,-20%,-4%,-0.8%,-13%,.
CN1CCN(Cc2cc(C(C)(C)C)c(O)c(C(C)(C)C)c2)CC1,-5%,11%,-7%[46.1 µM],-1%,6%,0.8%,-15%,1%
Fc1ccc(C(OCCN2CCN(C/C=C/c3ccccc3)CC2)c2ccc(F)cc2)cc1,-2%,3%,.,-1%,10%,0.0%,-21%,-2%
COc1ccc(CC2C(=O)NC(=O)N(c3ccccc3)C2=O)c(OC)c1 (configuration not stated),-2%,0%,-20%[46.1 µM],0%,-10%,-2.3%,-2%,7%
CCNC(=O)[C@H]1O[C@@H](n2cnc3c(N)ncnc32)[C@H](O)[C@H]1O,-1%,5%,9%[46.1 µM],-2%,-7%,1.0%,3%,4%
CN1CCc2cc3c(c4c2[C@H]1Cc1ccccc1-4)OCO3,?,.,.,7%,-17%,.,.,17%
CCC[N+]12CCC(CC1)C(C(O)(c1ccccc1)c1ccccc1)C2 (configuration not stated),3%,3%,35%,-1%,1%,-1.2%,3%,5%
CCn1cc(C(=O)N2CCC3(CC2)OCCO3)c(=O)c2cc(S(=O)(=O)N3CCCC3)ccc21,-10%,-2%,-11%[46.1 µM],-8%,1%,0.6%,0%,-14%
C=Cn1c(P(=S)(N2CCOCC2)N2CCOCC2)cc2c1CCCC2,2%,2%,?,0%,-7%,-1.6%,-10%,3%
Cc1ccc(C)c(N2CCN(C(=O)C3CCN(Cc4nc(-c5cccc(Cl)c5)oc4C)CC3)CC2)c1,.,-10%,.,?,-18%,-1.1%,-27%,.
c1ccc(CNCCc2ccc3c(c2)OCO3)nc1,-3%,3%,9%,1%,1%,0.0%,2%,2%
Cc1ccc(-c2nc3ccccc3c(=O)n2-c2cccc(C)n2)cc1,7%,0%,-4%,-1%,-2%,0.1%,0%,-13%
CCOc1nc(NC(C)C)nc(N2CC3CC(C2)c2cccc(=O)n2C3)n1 (configuration not stated),1%,0%,11%,-3%,7%,-0.3%,-3%,10%
CCOC(=O)C1(CCCc2ccccc2)CCN(C2CCCC2)CC1,8%,-7%,15%,-2%,13%,6.0%,-14%,3%
CC(CN)CC(=O)O (configuration not stated),16%,-16%,.,0%,-5%,0.0%,-6%,0%

# A second format for some results above:
# Every second line gives: CBFb RUNX1 block | Tau fibril FP | NPSR antag | TexasRed fluor | TRb SRC2 PPI | Epigenetic reg | Tau fluor counter | GLA spleen mod
> CCC1CCCCN1CC(=O)c1ccc(OC(F)F)cc1 (configuration not stated)
  -3% | 1% | 6%[46.1 µM] | 3% | 15% | 0.0% | -1% | 4%
> COc1ccc(-n2c(Cc3ccccc3)nc3ccccc3c2=O)cc1
  6% | 3% | -31% | -3% | 1% | -5.0% | 0% | -5%
> COc1ccccc1OCCCn1cc(C(C)=O)c2ccccc21
  1% | 4% | 4% | 0% | -2% | 1.0% | 1% | 5%
> CCOC(=O)CC1=C(C(=O)OCC)C2(C(=O)N1)C(C(=O)OC)=C(N)Oc1ccccc12 (configuration not stated)
  10% | -4% | 0%[46.1 µM] | 1% | -11% | -2.1% | -5% | -19%
> CN1C(=O)[C@@H](NC(=O)c2cc3ccccc3[nH]2)N=C(c2ccccc2)c2ccccc21
  -13% | -9% | . | 2% | -4% | -1.0% | -22% | 16%
> Cc1c(C(c2ccc(O)cc2)c2c(O)c3ccccc3oc2=O)c(=O)n(-c2ccccc2)n1C (configuration not stated)
  -4% | 4%&5% | 1% | -3%&-2% | -3%&-3% | -3.9%&-1.8% | -18%&-4% | 2%
> CC(C)(C)c1ccc(OCC(=O)Nc2ccc(Cl)cc2C(=O)c2ccccc2)cc1
  . | -6% | . | -20% | -4% | -0.8% | -13% | .
> CN1CCN(Cc2cc(C(C)(C)C)c(O)c(C(C)(C)C)c2)CC1
  -5% | 11% | -7%[46.1 µM] | -1% | 6% | 0.8% | -15% | 1%
